High-throughput results (PubChem BioAssay)
Insulin prom up: MIN6 insulin promoter up-regulation | MIN6 insulin promoter-GFP reporter, high-content imaging; stronger effect = higher value | z-score at 5 µM | actives 0.3% (n = 190,000);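 active = z-score above 3 at 5 µM with at least 500 cells counted in the well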
WT yeast gro inh: growth inhibition of WT yeast, mitochondrial fusion screen; mitochondrial fusion phenotypic screen, WT strain; inhibition, % at 10 µM; actives 2.1% (n = 190,000); AID 1362; in the data active = inhibition above about 58%; tested in S. cerevisiae
b-catenin transl: alters nuclear translocation of beta-catenin in HeLa cells; immunofluorescence imaging; nuclear translocation activity, % at 5 µM; actives 0.3% (n = 190,000);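 active = nuclear translocation activity above 50% at 5 µM, with a well cell count of 50 or more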;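 also: per-cell ratio of nuclear to cytoplasmic median beta-catenin stain intensity; plate controls were DMSO negative control for no effect and GSK-3 inhibitor IX positive control for full effect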
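Signal – beta-catenin immunofluorescence imaging with DAPI · Test system – human HeLa cell line · Dosing – 5 µM primary single dose, 0.1% DMSO, 0.02–20 µM confirmation series · Measure – % activation, nuclear-to-cytoplasmic median beta-catenin signal ratio per cell · Incubation – 24 h compound exposure at 37°C, 5% CO2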
Myeloid diff MLP: promotes myeloid progenitor differentiation. calls only at 10 µM. ER-HoxA9 myeloid progenitors, lysozyme-GFP differentiation, flow cytometry. actives 1% (n = 360,000);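 active = normalized GFP-positive differentiation at or above the plate's own cutoff, the solvent-only control mean plus 3 SD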;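 also: cells exposed to compound for four days before flow analysis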
Hep lipid drop: modulators of hepatic lipid droplet formation; AML12 mouse hepatocytes, oleate lipid droplets, BODIPY imaging; inhibition, % at 6.5 µM; actives 0.4% (n = 240,000); AID 1656;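 active = lipid droplet intensity inhibited by at least 50%, with more than 500 cells counted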
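Material: mouse AML12 hepatocyte cell line, fixed after treatment; Timing: compound with oleate, overnight; Technique: high-content imaging of BODIPY-stained droplets and DAPI nuclei; Probe or stimulus: oleate, 100 µM final; Dosing: compound at 6.5 µM only.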
Autophagy mod: alters autophagy in cells; actives 0.98% (n = 190,000); calls only at 10 µM (by protocol); AID 463193; MEF GFP-LC3 puncta imaging; test concentration mostly 10 µM;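 active = percentage of spot-positive cells more than 3 SD above its plate mean, without a fluorescence outlier flag or 80% toxicity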;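 also: spot-positive cell cutoff set from DMSO-treated cells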
MT stabilize HCS: stabilizes microtubules in HeLa cells | HeLa tubulin immunostaining HCS, 24 h; share of cells brighter than vehicle mean+2SD | AID 2205 | actives 0.83% (n = 200,000) | % tubulin-high responders, % at 10 µM;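 active = plate Z-score above 3 for both tubulin-high and condensed-nucleus cell shares, with cell loss under 80%, at 10 µM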;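 also: anti alpha tubulin signal scored within the nucleus-defined area of each cell; some results filed as inactive read as strong as hits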
West Nile antiviral: inhibition of WNV-induced cytopathic effect – cell-based, CPE readout (AID 1621); West Nile virus-infected cells, CPE inhibition; higher % means a stronger effect; actives 0.02% (n = 290,000); one-dose CPE inhibition, % at 10 µM; IC50 in µM for titrated hits; in the data active = a potency from the dose series; also: strong numbers were not always called active
T cell HTS: modulates CD8 T cell binding to vesicles; AID 2052; actives 0.068% (n = 330,000); 2C CD8+ T cell-vesicle binding, flow cytometry; stronger effect = lower value; calls only at 7 µM;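 active = response, share of CD8 T cells binding vesicles, and their 90th percentile fluorescence all below set limits, cut at about 80% in these data, passing the limit was not always enough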
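Material: 2C TCR transgenic mouse naive CD8+ T cells, MACS-purified. Also added: QL9-charged Drosophila Ld/ICAM-1/B7-1 vesicles. Timing: binding 1.5 h at 37 °C. Measured by: high-throughput flow cytometry with anti-B7-1 and anti-CD8 staining. Read-out: percent CD8+ FL2 mean versus row control. Controls: Unloaded micro-vesicles (low), QL9 vesicles with 0.7% DMSO (high).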
WT yeast gro inh mutant strain: second read-out of WT yeast gro inh, no call of its own (marks repeat the call); inhibition, %; mitochondrial fusion phenotypic screen, mutant strain inhibition
Insulin prom up cell count: also measured in Insulin prom up; calls as there; cell count; measured here: cytotoxicity, nuclei count;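 total cells summed across four imaged fields per well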
Hep lipid drop cells 6.5 µM: second read-out of Hep lipid drop, no call of its own (marks repeat the call); cell count; measured here: cell count, cytotoxicity flag;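 cells counted across two imaged fields per well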
b-catenin transl cell count 5 µM: also measured in b-catenin transl; calls as there; cell count; measured here: cell count, cytotoxicity flag
T cell HTS vesicle-bound %: second read-out of T cell HTS, no call of its own (marks repeat the call); double positive events, %; measured here: CD8+ vesicle-bound cell fraction;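 binding gate set so that unloaded-vesicle control wells show 10% double positive cells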
MT stabilize HCS Hoechst-high %: second read-out of MT stabilize HCS, no call of its own (marks repeat the call); % Hoechst-high responders; measured here: nuclear condensation Hoechst responders;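 share of cells brighter than vehicle mean plus two SD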
MT stabilize HCS cytotoxicity %: second read-out of MT stabilize HCS, no call of its own (marks repeat the call); toxicity, %; measured here: cytotoxicity by cell density;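 0% = mean cell density of plate MIN control wells and 100% = no cells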
Autophagy mod cell loss 18 h: also measured in Autophagy mod; calls as there; toxicity, %; measured here: cell loss, nuclei count;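 cell loss after 18 h compound exposure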
Myeloid diff MLP GFP+ MAC1+ %: recorded beside Myeloid diff MLP, whose call it bears; GFP+ MAC1+ double positive, %; measured here: differentiation confirmed by MAC1 staining
* = called active by the depositor; i = inactive; x = no result given; + = active, no number. Hits appear at their usual frequency. Share with any hit: about 3.9%.

nr	canonical_smiles	Insulin prom up	Insulin prom up cell count	WT yeast gro inh	WT yeast gro inh mutant strain	b-catenin transl	b-catenin transl cell count 5 µM	Myeloid diff MLP	Myeloid diff MLP GFP+ MAC1+ %	Hep lipid drop	Hep lipid drop cells 6.5 µM	Autophagy mod	Autophagy mod cell loss 18 h	MT stabilize HCS	MT stabilize HCS Hoechst-high %	MT stabilize HCS cytotoxicity %	West Nile antiviral	T cell HTS	T cell HTS vesicle-bound %
1	Cn1cnnc1SCCNS(=O)(=O)c1ccccc1	0.91	939	10	3	0.3	1141	i	0.4	0	799	i	5	1.5	1.5	10	0.0%	i	5
2	CN(C)c1ccc(/C=N/N=C/c2ccccc2O)cc1	-0.06	1409	23	8	4.5	1017	i	0.3	0	639	i	6	1.8	1.9	2.7	0.2%	i	50
3	COc1cc(CNc2ccc(N3CCOCC3)cc2)ccc1OCC(=O)NC(C)(C)C	x	x	x	x	x	x	i	0.3	-21	784	x	x	x	x	x	-0.8%	i	55
4	COc1cccc(-c2ccc(NC(=O)C3CCCN(Cc4cnc(C)s4)C3)cc2)c1 (stereo unspecified)	x	x	x	x	x	x	i	1.9	-9	795	x	x	x	x	x	-0.5%	i	3
5	Cc1nn(-c2ccc(N3CCCCC3)nn2)c(C)c1CCC(=O)Nc1ccccc1F	x	x	x	x	x	x	i	4.4	-4	712	x	x	x	x	x	0.0%	i	33
6	COC(=O)c1cccc(NC(=O)C2COc3ccccc3O2)c1C (stereo unspecified)	-0.29	1072	4	-1	-1.3	1125	i	0.3	x	x	x	x	x	x	x	1.6%	i	60
7	CN(C)c1ccc(-c2nc3n(n2)C(c2cccnc2)C2=C(CC(C)(C)CC2=O)N3)cc1 (stereo unspecified)	-1.2	1698	46	44	1.0	1360	i	2.6	x	x	i	-12	5.6	4.1	3.7	-0.1%	i	21
8	Cc1ccc(S(=O)(=O)Nc2nc3ccccc3nc2Nc2cccc(S(=O)(=O)N3CCCC3)c2)cc1	-0.83	1223	2	0	-0.2	1523	i	0.6	x	x	i	-16	3.8	0.8	4.9	-1.1%	i	30
9	O=C(CSc1ncn(-c2ccccc2)n1)N1CCc2ccccc21	0.27	1247	21	22	x	x	i	1.9	-6	680	i	-4	2.5	2.0	8.9	-0.5%	i	37
10	Cc1ccc(-n2c(NN)nc3ccccc3c2=O)c(C)c1	0.09	1337	10	-3	-1.1	975	i	1.1	0	712	i	14	2.2	2.2	4.0	1.5%	i	28
11	CC(=O)Nc1ccccc1C(=O)C(=O)Nc1ccc(Cl)cc1	-0.15	1540	-3	16	-4.9	1037	i	0.3	2	703	i	-5	7.7	1.4	4.3	0.2%	i	46
12	COCCNC(=O)C1c2ccccc2C(=O)N(CCOC)C1c1ccc(F)cc1 (stereo unspecified)	0.3	1555	1	2	-0.7	1372	i	0.7	x	x	i	18	3.2	1.8	5.1	0.4%	i	59
13	CCOC(=O)c1ccc(NC(=O)c2nc(S(=O)(=O)Cc3ccccc3)ncc2Cl)cc1	x	x	x	x	x	x	i	1.4	0	690	x	x	x	x	x	0.0%	i	13
14	CC(=O)/C(=N\Nc1ccccc1Cl)Sc1cccc2cccnc12	0.11	1454	36	-12	1.7	1091	i	2.1	-3	512	i	0	1.3	5.1	9.7	-1.9%	i	12
15	COc1ccc(CNCCC(c2ccc(OC(C)C)cc2)c2ccccc2OC)cc1OC (stereo unspecified)	x	x	x	x	x	x	i	2.8	-8	847	x	x	x	x	x	18%	i	14
16	COc1ccc(CCN2C(=O)CC(NNc3ccc([N+](=O)[O-])cc3)C2=O)cc1OC (stereo unspecified)	-0.22	1581	11	0	2.8	851	+	7.8*	11	654	i	-18	2.2	1.2	5.6	0.0%	i	8
17	Cc1ncc(CO)c(/C=N/N=C/c2ccccc2O)c1O	0.53	1505	-2	-4	0.3	1103	i	0.3	28	673	i	-3	6.8	2.4	6.3	0.7%	i	10
18	Cc1onc(-c2ccccc2Cl)c1C(=O)Nc1ccccc1O	x	x	x	x	x	x	i	0.4	-45	792	x	x	x	x	x	0.4%	i	15
19	CC(=O)c1ccc(NC(=S)Nc2cccc3ccccc23)cc1	x	x	x	x	x	x	i	1.1	-4	817	x	x	x	x	x	-0.4%	i	6
20	O=C(NC(=O)c1ccccc1)NC(=O)c1ccccc1	0.79	980	0	-5	2.5	1016	i	0.9	-12	770	i	-4	1.6	1.3	0.4	0.1%	i	31
21	Cc1ccc(S(=O)(=O)N[C@@H](CC(C)C)C(=O)N2CCC(C(=O)N[C@H](C(=O)O)C(C)C)CC2)cc1	x	x	x	x	x	x	i	3.1	-3	821	x	x	x	x	x	-0.4%	i	8
22	Nc1cccc(Nc2ccccc2)c1	-0.06	1479	-3	-8	0.2	1098	i	0.8	-4	749	i	-12	2.2	1.7	8.3	-0.2%	i	25
23	COc1ccc(C(=O)Nc2cc(C(F)(F)F)ccc2-n2cncn2)cc1	0.34	928	20	26	x	x	i	0.1	0	769	i	-7	2.1	0.8	5.4	x	i	23
24	COc1cc2c(cc1OC)C1(CCCC1)CNC2C (stereo unspecified)	0.08	1239	-17	-5	-1.8	1195	i	5.5	23	734	i	14	4.0	1.9	9.6	-0.7%	i	31
25	O=C(N/N=C/c1cccs1)C(=O)Nc1cccc(Cl)c1	-0.03	1224	4	3	-4.0	1084	i	0.4	16	698	i	6	4.6	3.4	11	0.2%	i	55
26	CC1=CC=CC2=NC(=O)CC(C)(C(=O)O)N12 (stereo unspecified)	0.35	1437	-12	-2	-1.0	1060	i	0.8	8	731	i	-4	2.4	2.5	6.1	2.0%	i	9
27	CCNC(=O)c1sc(=S)n(CC)c1N	0.43	1615	7	-9	2.8	1384	i	1.2	x	x	i	-7	1.2	2.1	7.0	0.3%	i	19
28	COc1cccc(OC)c1OCC(O)CN1CCN(c2ccccc2F)CC1 (stereo unspecified)	x	x	x	x	x	x	i	0.9	-13	767	x	x	x	x	x	-0.6%	i	21
29	COc1cccc(CC2(CO)CCCN(Cc3cnn(-c4ccccc4)c3)C2)c1 (stereo unspecified)	0.08	1548	12	1	-0.6	1035	i	1.0	-14	660	i	23	1.8	1.4	10	-0.9%	i	42
30	Cc1ccc(OCc2ccc(C#N)cc2)c(C(=O)c2cc(C#N)c(=O)n(C3CC3)c2)c1	0.34	1453	-2	1	-1.3	998	i	0.2	-31	667	i	15	5.2	2.9	7.5	-1.1%	i	52
31	O=C(O)CCn1c(=S)n(CCC(=O)O)c2ccccc21	x	x	x	x	0.0	1318	i	0.1	9	637	x	x	x	x	x	0.4%	i	30
32	COc1cc2ccccc2cc1C(=O)NC(=S)Nc1cccc(C(=O)O)c1C	0.24	1139	x	x	0.0	1377	i	0.2	-17	680	x	x	x	x	x	0.5%	i	50
33	O=C(c1ccccc1F)N1CCN(c2ncccn2)CC1	0.04	1538	8	-7	-1.0	1314	i	0.8	x	x	i	-3	5.8	1.5	5.8	-0.2%	i	20
34	O=C(CNC(=S)N(Cc1ccccc1)Cc1cccnc1)NCCc1ccccc1	-0.27	1431	-8	-23	-1.7	1118	i	0.8	25	671	i	1	2.5	3.0	6.5	-1.0%	i	36
35	O=C(NC1CCN(C(=O)Nc2cccc(Cl)c2)CC1)c1ccccc1	x	x	x	x	x	x	i	1.6	6	768	x	x	x	x	x	-0.8%	i	31
36	CCOC(=O)N/N=C/c1c[nH]c2ccccc12	-0.86	1253	15	7	-2.8	1015	i	0.9	7	702	i	6	4.0	3.3	10	-0.1%	i	16

Reformatted in transposed form: part of the list above.
#33 O=C(c1ccccc1F)N1CCN(c2ncccn2)CC1
#34 O=C(CNC(=S)N(Cc1ccccc1)Cc1cccnc1)NCCc1ccccc1

| entry no. | 33 | 34 |
| --- | --- | --- |
| Insulin prom up | 0.04 | -0.27 |
| Insulin prom up cell count | 1538 | 1431 |
| WT yeast gro inh | 8 | -8 |
| WT yeast gro inh mutant strain | -7 | -23 |
| b-catenin transl | -1.0 | -1.7 |
| b-catenin transl cell count 5 µM | 1314 | 1118 |
| Myeloid diff MLP | i | i |
| Myeloid diff MLP GFP+ MAC1+ % | 0.8 | 0.8 |
| Hep lipid drop | x | 25 |
| Hep lipid drop cells 6.5 µM | x | 671 |
| Autophagy mod | i | i |
| Autophagy mod cell loss 18 h | -3 | 1 |
| MT stabilize HCS | 5.8 | 2.5 |
| MT stabilize HCS Hoechst-high % | 1.5 | 3.0 |
| MT stabilize HCS cytotoxicity % | 5.8 | 6.5 |
| West Nile antiviral | -0.2% | -1.0% |
| T cell HTS | i | i |
| T cell HTS vesicle-bound % | 20 | 36 |
